Screening results: PubChem BioAssay, National Center for Advancing Translational Sciences (NCATS)
LmPK inh – qHTS Assay for Inhibitors of Leishmania Mexicana Pyruvate Kinase (LmPK); Q27686; purified LmPK, Kinase-Glo ATP luminescence, 1 h; Potency, µM (highest dose often 57.5 µM), for the others: at the highest dose activity change, negative = inhibition, actives largely listed as inhibitors; actives 0.37% (n = 290,000); note: potency is the fitted concentration of half-maximal effect
Target sequence (Q27686 whole entry, looked up): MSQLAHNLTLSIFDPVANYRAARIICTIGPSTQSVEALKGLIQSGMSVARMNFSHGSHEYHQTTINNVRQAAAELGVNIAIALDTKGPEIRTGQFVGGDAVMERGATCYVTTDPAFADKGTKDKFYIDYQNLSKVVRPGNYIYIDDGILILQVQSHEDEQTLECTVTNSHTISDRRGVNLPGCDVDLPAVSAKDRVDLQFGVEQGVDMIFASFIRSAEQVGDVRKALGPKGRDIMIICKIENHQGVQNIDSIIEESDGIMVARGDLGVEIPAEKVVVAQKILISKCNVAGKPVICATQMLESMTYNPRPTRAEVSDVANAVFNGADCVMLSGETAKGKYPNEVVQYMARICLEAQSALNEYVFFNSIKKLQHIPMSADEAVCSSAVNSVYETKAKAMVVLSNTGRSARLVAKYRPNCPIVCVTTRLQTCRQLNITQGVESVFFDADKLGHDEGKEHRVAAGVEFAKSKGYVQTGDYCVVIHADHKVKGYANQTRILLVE
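In 50 mM imidazole pH 7.2 with 7 mM MgCl2, LmPK (0.1 nM) turned over PEP (0.5 mM) and ADP (0.1 mM) for 1 h at room temperature. Luciferase read-out of ATP.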
Sm TGR block – qHTS Assay for the Inhibitors of Schistosoma Mansoni Peroxiredoxins; Schistosoma mansoni thioredoxin glutathione reductase (TGR), Q962Y6; purified TGR, DTNB reduction, TNB absorbance 405 nm; Potency, µM (titrated, usually from 114 µM), for the others: at the highest dose activity change, negative = inhibition, hits mostly inhibitors; actives 3% (n = 360,000); note: potency is the fitted concentration of half-maximal effect; nearly all actives have a fitted effect of over 60% in size
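TGR 20 nM + NADPH 100 uM (dispensed conc.), cpd preinc 15 min RT; start with NADPH (500 uM addition) then DTNB (15 mM addition). Kinetic TNB absorbance, 405 nm filter. Four-parameter Hill fit across titration.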
AmpC inh detg – qHTS Inhibitors of AmpC Beta-Lactamase (assay with detergent); AmpC hydrolysis of nitrocefin, absorbance 480 nm, 0.01% Triton; Potency, µM (top dose mostly 114 µM), without a hit: at the top dose activity change, negative = inhibition, hits mostly inhibitors; AID 485294, 2010; actives 0.041% (n = 370,000);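 note: potency is the fitted concentration of half-maximal effect; 0% = no-compound wells and -100% = no-enzyme wells; nearly all actives have a fitted effect of over 25% in size; some results filed as inactive show a strong effect at the top dose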
Target sequence (P00811 whole entry, looked up): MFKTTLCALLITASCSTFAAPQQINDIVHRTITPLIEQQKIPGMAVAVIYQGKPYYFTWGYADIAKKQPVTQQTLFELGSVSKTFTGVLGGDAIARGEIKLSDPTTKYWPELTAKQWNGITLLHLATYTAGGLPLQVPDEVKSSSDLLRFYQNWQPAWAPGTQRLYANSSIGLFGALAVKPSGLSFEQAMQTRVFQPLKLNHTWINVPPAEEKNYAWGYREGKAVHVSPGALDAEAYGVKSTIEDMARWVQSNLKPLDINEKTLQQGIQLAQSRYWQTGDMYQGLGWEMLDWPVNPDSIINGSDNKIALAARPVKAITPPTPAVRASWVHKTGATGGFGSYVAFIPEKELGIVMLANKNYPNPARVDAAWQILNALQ
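20 mM phosphate pH 7.0 + 0.01% (detergent screen) or 0.0001% Triton X-100; 5.3 nM AmpC reagent; cpd preinc 15 min RT; nitrocefin (800 uM stock) to start; A480 q20 s × 4 min; Activity was normalised to no-enzyme and no-compound control wells.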
AMA1-RON2 inh – qHTS for Inhibitors of AMA1-RON; Towards Development of Antimalarial Drug Lead: Primary Screen | actives 0.2% (n = 360,000) | Plasmodium falciparum AMA1 (3D7) - RON2 peptide interaction | AlphaScreen AMA1-biotinylated RON2 peptide binding | AID 720542, 2013 | Potency, µM (highest dose often 58.2 µM), without a hit: at the top dose activity change, negative = inhibition, hits mostly inhibitors;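 note: potency is the fitted concentration of half-maximal effect; 0% = vehicle wells and -100% = peptide control; nearly all actives have a fitted effect of over 45% in size; some results filed as inactive show a strong effect at the top dose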
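AMA1 (3D7) with his tag at 25 nM final met compounds first, then biotinylated RON2 peptide at 25 nM; detection used donor plus acceptor beads, 10 µg/mL apiece, read by AlphaScreen after 30 min at room temperature.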
AmpC no deterg – qHTS Inhibitors of AmpC Beta-Lactamase (assay without detergent); P00811; AmpC nitrocefin hydrolysis, absorbance 480 nm, 0.0001% Triton; Potency, µM (highest dose often 57.1 µM), for the others: top-dose activity change, negative = inhibition, hits mostly inhibitors; actives 0.52% (n = 330,000); AID 485341, 2010;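 note: potency is the fitted concentration of half-maximal effect; plate controls were no compound for no effect and no enzyme for full effect; nearly all actives have a fitted effect of over 20% in size; some results filed as inactive show a strong effect at the top dose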
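AmpC (5.3 nM in the dispensed reagent) in 20 mM phosphate pH 7.0 with 0.01% (detergent screen) or 0.0001% Triton X-100 was preincubated with compounds for 15 min at room temperature. Nitrocefin was then added from an 800 uM solution, and hydrolysis was followed at 480 nm.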
Tb PYK inh – qHTS of Trypanosoma Brucei Inhibitors | TbPYK enzyme, Kinase-Glo Plus ATP luminescence, 45 min | Potency, µM (top dose mostly 76.8 µM), for the others: top-dose activity, negative = inhibition, usual class: inhibitors | actives 0.12% (n = 410,000) | AID 624173, 2012; note: potency is the fitted concentration of half-maximal effect; nearly all actives have a fitted effect of over 50% in size
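Activity of T. brucei pyruvate kinase was followed by Kinase-Glo Plus luminescence after the enzyme reacted 45 min at room temperature with 130 uM ADP (final) and substrate. Test compounds were added before ADP at multiple concentrations.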
HCMV inh – qHTS Assay for inhibitors of the human cytomegalovirus (HCMV); actives 4.5% (n = 410,000); HFF cells, HCMV-luciferase reporter, 72 h; active compounds read low; activity change, negative = inhibition, % at 57.5 µM; AID 1259415, 2018; in the data active = activity change below about -60%; inconclusive = no clear call, values can overlap the other calls; inactive = above about -39%
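After 16 h attachment at 37C, HFF cells received test compound and HCMV-luciferase (1 PFU/cell); reporter luminescence read 72 h later, data normalized against buffer-only and known inhibitor Salinomycin.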
An asterisk follows results filed as active; ? = inconclusive; · = no result given; & = joins results of further samples; [ ] = remark or other dose. Unless noted, calls come from the whole dose curve; as a rule, active = well fitted curve in the direction sought with a large enough effect; inconclusive = small, poorly fitted or top-dose-only effect, or another doubt; inactive = no such curve, though single readings can be large; an effect the other way counts as inactive or inconclusive. Unless noted, % is set by controls: 0 for no effect and ±100 for the full control effect.

#1 CCCCn1c(N)c(N(CC(C)C)C(=O)Cc2ccc(S(=O)(=O)N3CCOCC3)s2)c(=O)[nH]c1=O
#2 CCN(Cc1ccccc1)C(=O)Cn1c(=O)n(-c2ccc(Cl)cc2)c(=O)c2c(C)c(C)sc21
#3 CCCCn1c(N)c(N(CC(C)C)C(=O)c2oc3c(Cl)cccc3c2C)c(=O)[nH]c1=O
#4 CCCn1c(N)c(C(c2ccc(C(=O)OC)cc2)N2CCN(c3ccccc3)CC2)c(=O)[nH]c1=O (centres undefined)
#5 Cc1ccc(S(=O)(=O)NC2(C(F)(F)F)NC(=O)N(CCc3ccccc3)C2=O)cc1 (centres undefined)
#6 CC(C)C(NC(=O)c1ccccc1F)C(=O)OCC(=O)c1ccc(F)cc1 (centres undefined)
#7 Cc1ccc(CN2CCN(/N=C/c3cccn3C)CC2)c(C)c1
#8 O=C(Nc1ccc(NC(=O)c2cccs2)c(Cl)c1)c1cccs1
screen / no.,1,2,3,4,5,6,7,8
LmPK inh,·,·,·,-1%,8%,-18%,1%,-1%
Sm TGR block,·,2%,6%,?,10%&2%,3%,?,-3%
AmpC inh detg,·,6%,-15%,-10%,0%&23%,-3%,3%,-3%
AMA1-RON2 inh,2%[11.6 µM],·,6%,-15%,3%,5%,-26%,-12%
AmpC no deterg,·,·,-21%,59%,0%,4%,-3%,-57%
Tb PYK inh,-10%,1%,-1%,0%,3%&-3%,1%,-29%,-4%
HCMV inh,-27,3,3,39,-38&7,-3,-8,?

#9 COC(=O)c1ccc(/C=N\n2c(C)nnc2C)cc1
#10 CCOc1ccc2oc(C(=O)OCC(=O)NCc3ccc(OC)cc3)c(C)c2c1
#11 CCC1CCCCN1CCCNC(=O)CN1C(=O)COc2ccc(S(=O)(=O)N3CCC(C)CC3)cc21 (centres undefined)
#12 C[C@H]1CCCCO[C@H](CN(C)Cc2ccccc2)[C@@H](C)CN([C@@H](C)CO)C(=O)c2cc(NC(=O)CCC(F)(F)F)ccc2O1
#13 Cc1ccc(C(=O)OCC2OC3OC(C)(C)OC3C2O)cc1 (centres undefined)
#14 Cc1cc(C(=O)CCl)c(C)n1-c1c(C)n(C)n(-c2ccccc2)c1=O
#15 COc1ccc(C(=O)C[n+]2ccc(N(C)C)cc2)cc1
#16 COc1ccc(NC(=S)NCc2ccc3c(c2)cc(C)n3C)cc1
screen / no.,9,10,11,12,13,14,15,16
LmPK inh,7%,·,-3%,·,0%,0%,1%,1%
Sm TGR block,6%,-29%,-1%,·,-1%,0%,9%,-23%
AmpC inh detg,-3%,3%,1%,·,?,1%,-3%,-14%
AMA1-RON2 inh,-21%,-1%,-8%,3%,-5%,-2%,6%,29%
AmpC no deterg,2%,3%,24%,·,-16%,-11%,-1%,17%
Tb PYK inh,1%,-3%,4%,3%,6%,-1%,-11%,-3%
HCMV inh,-26,0,-34,-18,0,-35,-68*,-23

#17 O=C(NCC1CCCO1)c1ccc(S(=O)(=O)N2CCC(c3nc4ccc(Cl)cc4[nH]3)CC2)cc1 (centres undefined)
#18 COc1ccc(-c2nc3ccccc3nc2-c2ccccc2)cc1
#19 c1ccc(-c2nnnn2-c2ccccn2)cc1
#20 c1ccc(Nc2nc(-c3ccncc3)nc3ccccc23)cc1
#21 COc1ccc2c(CCNC(=O)/C=C/c3ccc(OC)c(OC)c3)c[nH]c2c1
#22 CCCn1nnc(NC(=O)c2ccc(-c3cccc(Cl)c3)o2)n1
#23 Cc1cc(NC(=O)Cc2ccccc2)ccc1NC(=O)c1cccs1
#24 COc1ccc(Cc2nnc(SCC(=O)Nc3ccc(C)c(C)c3)o2)cc1OC
screen / no.,17,18,19,20,21,22,23,24
LmPK inh,7%,7%,·,1%,-1%,-2%,4%,0%
Sm TGR block,-5%,1%,·,-7%,-9%,-39%,13%,4%
AmpC inh detg,?,8%,·,?,-12%,-10%,8%,-10%
AMA1-RON2 inh,-10%,39%[activator],-2%,-15%,-12%,-13%,43%[activator],-10%
AmpC no deterg,-33%,4%,·,-21%,-18%,1%,-16%,41%
Tb PYK inh,3%,-2%,-8%,-19%,3%,4%,-13%,3%
HCMV inh,-38,-35,11,38,-33,6,-22,23

#25 Cc1ccc(C2=C(O)C(=O)C(c3ccc(C)cc3)=C(O)C2=O)cc1
#26 O=S1(=O)c2ccccc2N(Cc2ccc(Cl)cc2F)c2ccccc21
#27 Clc1ccc(C(c2cccs2)N2CCNCC2)cc1 (centres undefined)
#28 Cc1cc(Br)ccc1NC(=O)CNC(=O)CN(C)C1CCS(=O)(=O)C1 (centres undefined)
#29 COc1ccc(S(=O)(=O)N2CCOCC2)cc1C(=O)N1CCCCCC1
#30 O=C(CCC1CCCCC1)NCCN1C2=NC[C@H](Cc3ccc(O)cc3)N2C[C@H]1Cc1ccc(O)cc1
#31 CCOC(=O)c1ccc(NC(=O)C2CC(=O)N(c3ccc4c(c3)OCCO4)C2)cc1 (centres undefined)
#32 CC(C)(C)c1ccc(C(=O)NCCC(=O)Nc2ccc(S(=O)(=O)Nc3nccs3)cc2)cc1
screen / no.,25,26,27,28,29,30,31,32
LmPK inh,·,·,·,·,-5%,0%,·,·
Sm TGR block,·,-1%,·,-9%,6%,35µM*,-1%,2%
AmpC inh detg,·,-1%,·,-15%,-9%,-10%,-11%,-17%
AMA1-RON2 inh,13%,·,4%,11%,-6%,-7%,-6%,0%
AmpC no deterg,·,·,·,-4%,2%,-15%,-15%,-52%
Tb PYK inh,-5%,-3%,-1%,-4%,3%,3%,-6%,5%
HCMV inh,5,-3,-13,-5,-5,?,-18,-9

#33 N#Cc1cc2c(nc1SCC(=O)N1CCOCC1)CCCCC2
#34 COc1ccccc1NC(=O)Cn1cnc2c(cnn2-c2ccccc2)c1=O
#35 CCc1sc(C(=O)N(CCOC)c2c(N)n(Cc3ccccc3)c(=O)[nH]c2=O)cc1C
#36 Cc1ccc(Cl)cc1NC(=O)Cn1c(=O)n(CCC(=O)N2CCc3ccccc3C2)c(=O)c2ccccc21
#37 CC(C)Nc1nc(C#N)nc(NC(C)C)n1
#38 O=C(COc1ccccc1)NCC(c1ccco1)N1CCN(c2ccc(F)cc2)CC1 (centres undefined)
#39 COC(=O)c1cc(Br)ccc1NC(=O)CSCc1c(C)noc1C
#40 COc1ccc(Nc2nnc(C)c(=O)[nH]2)c(OC)c1
screen / no.,33,34,35,36,37,38,39,40
LmPK inh,1%,1%,·,·,4%,·,·,-3%
Sm TGR block,3%,4%,·,7%,0%,-9%,-5%,?
AmpC inh detg,-2%,-9%,·,26%,-3%,-12%,-3%,6%
AMA1-RON2 inh,9%,-6%,1%,·,-10%,-18%,-9%,6%
AmpC no deterg,-7%,-20%,·,·,-4%,47%,44%,-8%
Tb PYK inh,-14%,2%,1%,5%,-7%,1%,4%,9%
HCMV inh,-77*,-9,-16,6,69,-25,-31,-14

#41 Cc1cccc(NC(=O)CN2C(=O)CSC2=O)c1
#42 Cc1cc(C)cc(NC(=S)N(CCN2CCCCC2)Cc2ccco2)c1
#43 N#CC12CCCCC1CC1CCCCC1(C#N)N2CCO (centres undefined)
#44 O=C(CC1C(=O)N(c2ccccc2)C(=O)N1C1CCCCC1)Nc1ccccc1 (centres undefined)
#45 CCOC(=O)C1=C(O)C(=O)N(c2ccc(S(N)(=O)=O)cc2)C1c1ccc(Cl)cc1 (centres undefined)
#46 O=C(/C=C/c1ccco1)NCC(=O)N/N=C/c1ccccc1[N+](=O)[O-]
#47 CC(C)c1nn2c(=O)cc(COC(=O)c3cccs3)nc2s1
#48 CCCCn1c(N)c(N(CCOC)C(=O)c2cc(-c3ccc(OC)cc3)nc3ccccc23)c(=O)[nH]c1=O
screen / no.,41,42,43,44,45,46,47,48
LmPK inh,1%,10%,10%,2%,6%,1%,·,·
Sm TGR block,1%,-3%,5%,-29%,-30%,?,2%,4%
AmpC inh detg,-4%,-5%,?,-6%,-14%,-12%,-7%,-5%
AMA1-RON2 inh,2%,-2%,-1%,-3%,2%,23%,·,22%
AmpC no deterg,84%[activator],1%,-12%,-4%,-32%,-22%,·,52%
Tb PYK inh,10%,-4%,-4%,1%,-1%,-10%,-10%,0%
HCMV inh,-17,-21,-2,7,-16,-6,-7,?

#49 CC(/C=C/c1ccccc1)=N/NC(=O)c1cnccn1
#50 CCN(CC)CCO
#51 O=C(NC1CCCCC1)N(CCN1CCOCC1)Cc1cc2cc3c(cc2[nH]c1=O)OCCO3
#52 COc1cc(OC)c2ccc(=O)oc2c1C(CCN1CCOCC1)c1ccc2c(c1)OCO2 (centres undefined)
#53 CN(C)c1oc(-c2ccc(OCc3ccccc3)cc2)nc1C#N
#54 CC[n+]1cccc(-c2nc3ccccc3s2)c1
#55 S=c1nc(C2CCCCC2)n(-c2ccccc2)[nH]1
#56 COc1ccc(NC(=O)CSc2ccccc2)cn1
screen / no.,49,50,51,52,53,54,55,56
LmPK inh,2%,·,1%,·,0%,1%,-28%,1%
Sm TGR block,?,-3%,-24%,·,100µM*,-24%,4%,?
AmpC inh detg,1%,4%,-17%,·,?,0%,1%,-13%
AMA1-RON2 inh,135%[activator],12%,-3%,-18%,-29%,-6%,76%[activator],-13%
AmpC no deterg,-7%,-23%,45%,178%[activator],4%,-20%,-35%,-18%
Tb PYK inh,-2%,1%,-15%,-6%,-2%,-6%,?,3%
HCMV inh,-1,0,?,15,0,?,-36,-103*

Looked up by compound from the list above, three records:
#53 CN(C)c1oc(-c2ccc(OCc3ccccc3)cc2)nc1C#N
#52 COc1cc(OC)c2ccc(=O)oc2c1C(CCN1CCOCC1)c1ccc2c(c1)OCO2 (centres undefined)
#51 O=C(NC1CCCCC1)N(CCN1CCOCC1)Cc1cc2cc3c(cc2[nH]c1=O)OCCO3
screen / no.,53,52,51
LmPK inh,0%,·,1%
Sm TGR block,100µM*,·,-24%
AmpC inh detg,?,·,-17%
AMA1-RON2 inh,-29%,-18%,-3%
AmpC no deterg,4%,178%[activator],45%
Tb PYK inh,-2%,-6%,-15%
HCMV inh,0,15,?
